NR2E3 ag-1: activates human photoreceptor nuclear receptor NR2E3. Q9Y5X4. 320,000 compounds, 0.12% hits. AID 2300. GST-NR2E3/biotin-RetCOR TR-FRET, 1536-well. inhibition of corepressor binding, % at 4.78 µM;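 active = percent inhibition above the cutoff of mean plus 3 SD of all tested compounds, set per screening campaign, cut at about 20% in these data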;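 note: 0% = DMSO wells and 100% = biotin wells as full block of FRET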
Target sequence (Q9Y5X4 whole entry, looked up): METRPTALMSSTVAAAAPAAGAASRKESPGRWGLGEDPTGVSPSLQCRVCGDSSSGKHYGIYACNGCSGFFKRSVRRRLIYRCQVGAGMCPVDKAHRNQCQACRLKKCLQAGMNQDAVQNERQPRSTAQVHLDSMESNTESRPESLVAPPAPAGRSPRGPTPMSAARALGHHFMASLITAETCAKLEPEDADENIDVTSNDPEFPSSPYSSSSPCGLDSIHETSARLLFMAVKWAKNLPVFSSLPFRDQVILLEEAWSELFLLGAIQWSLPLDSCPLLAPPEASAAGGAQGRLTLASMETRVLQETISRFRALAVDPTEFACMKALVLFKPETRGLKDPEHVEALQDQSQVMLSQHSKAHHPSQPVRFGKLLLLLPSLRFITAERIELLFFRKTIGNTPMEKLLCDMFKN
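Material: NR2E3–RetCOR corepressor complex / Amount: 1.35 nM GST-NR2E3 / Medium: Tris pH 7.5 / Compound: single nominal compound dose of 4.8 µM / Incubation: 5 h at 4 °C / Technique: TR-FRET, Eu(K)-anti-GST donor, streptavidin-D2 acceptor, ex 340, em 617/671 nm / Read-out basis: percent loss of FRET ratio relative to control wells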
CF NFkB block: blocks PAF-induced NF-kB reporter in cystic fibrosis cells. AID 588850. inhibition, % at 5 µM. 360,000 compounds, 0.86% hits. KKLEB NF-kB-GFP reporter, GFP fluorescence overnight;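 active = at least 50% inhibition at 5 µM, scaled per plate between neutral and stimulator controls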;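 note: PAF is a Pseudomonas aeruginosa culture filtrate used as stimulus; plate controls were PAF-stimulated DMSO wells for no effect and unstimulated DMSO wells for full effect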
NR2E3 ag-2: activates human NR2E3 receptor. Q9Y5X4. CHO-S Gal4-NCOR/VP16-NR2E3 two-hybrid, luciferase. inhibition of corepressor binding, % at 3.98 µM. 360,000 compounds, 0.35% hits. AID 602229;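 active = inhibition above the mean of all tested compounds plus 3 SD, cut at about 70% in these data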;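 note: 0% = DMSO with NR2E3 transfected cells and 100% = cells lacking NR2E3 construct; higher means lower luciferase signal from less NR2E3 corepressor binding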
iPSC survival up: increases survival of single human iPS cells. 360,000 compounds, 0.044% hits. AID 602274. survival enhancement, % at 20 µM. hiPSC single-cell survival, ATPlite luminescence; 100% = ROCK inhibitor wells, 0% = DMSO; in the data active = survival enhancement above about 18%;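 note: cells exposed to compounds for 16 hours before the ATP read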
LMP1 NFkB inh: reduces LMP1-driven NF-kappaB luciferase signal | LMP1-induced NF-kappaB luciferase reporter cells, luminescence | inhibition, % at 12.5 µM | 350,000 compounds, 0.69% hits | AID 504558; in the data active = inhibition above about 41%;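 note: 0% = neutral control wells and 100% = reference inhibitor control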
KKLEB tox: reduces viability of KKLEB cystic fibrosis airway cells | KKLEB CF airway cells viability, ATPlite luminescence, overnight; stronger effect = lower value; cells stimulated with P. aeruginosa culture filtrate | activity change (cytotoxicity), % at 5 µM | 360,000 compounds, 0.36% hits | AID 602141;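 active = corrected activity change at or below -50% at 5 µM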
Peg3 prom inh: Peg3 promoter activity inhibition. HeLa PEG-Prom luciferase reporter, luminescence, overnight. inhibition, % at 20 µM. 360,000 compounds, 1.7% hits. AID 588405;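 active = inhibition of at least 50% at 20 µM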
TRAIL sens C8: caspase-8 TRAIL sensitization. 360,000 compounds, 1% hits. NB7+C8 cells + TRAIL, ATPlite viability luminescence. AID 624354. inhibition (viability loss, TRAIL sensitization), % at 10 µM;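 active = compounds causing at least 50% loss of cell viability in the single-dose screen, relative to plate controls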
HIF-2a block: HIF-2a inhibition; 786-0 RCC cells HIF-2a reporter, luciferase luminescence, overnight; AID 624352; 360,000 compounds, 0.72% hits; inhibition, % at 18.8 µM;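 active = inhibition of the luminescence signal of 40% or more relative to plate controls, in a single-dose primary screen at 18.75 µM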
MITF TRPM1 inh: MITF TRPM1 promoter inhibition in SK-MEL-5 cells | 330,000 compounds, 0.83% hits | SK-MEL-5 TRPM1 promoter luciferase, 24 h | inhibition, % at 12.5 µM | AID 488899;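 active = mean inhibition across replicates of 60% or more, whatever share of single replicates reaches that level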; note: values of inactives mirror those of a sister screen read the other way
Shn3 inh set2: reduces Shn3 3'UTR luciferase signal in osteoblasts; Clone20 osteoblast Shn3 3'UTR firefly luciferase, 24 h; inhibition, % at 12.5 µM; 360,000 compounds, 0.52% hits; AID 588674;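 active = mean inhibition of at least 75% with every replicate also reaching 75%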;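 note: 0% = median of neutral control wells and 100% = pilot-screen positive control compound; some compounds past the cut are filed as inactive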
* marks the source's active call; other numbers are inactive results; nt = no result given.

cpd	molecule	Peg3 prom inh	KKLEB tox	CF NFkB block	NR2E3 ag-2	NR2E3 ag-1	Shn3 inh set2	LMP1 NFkB inh	TRAIL sens C8	iPSC survival up	MITF TRPM1 inh	HIF-2a block
1	CC(C)OCCCNC(=O)NC(=O)c1ccc(Cl)cc1	-78	1	-4	-57	2	-5	2	-9	1.0	-22	-110
2	Cc1ccc(CCNC(=O)C23CN(Cc4ccccc4)CC2C(c2cccc([N+](=O)[O-])c2)=NO3)cc1 (configuration not stated)	14	-13	14	-2	1	18	-5	-5	-0.4	0	-4
3	COc1ccc(C2/C(=C(/O)c3ccc4c(c3)CC(C)O4)C(=O)C(=O)N2Cc2ccncc2)cc1 (configuration not stated)	4	9	-3	-25	7	10	-5	4	0.7	12	3
4	CCN(C(=O)CSc1nnnn1-c1ccc(OC)cc1)C1CCS(=O)(=O)C1 (configuration not stated)	11	8	6	-16	nt	4	-8	-5	1.5	5	1
5	Cc1ccc(C(=O)Nc2ccc(S(=O)(=O)N3CCc4ccccc4C3)cc2)o1	8	-1	-28	-7	4	24	14	6	4.5	8	-10
6	COc1ccc(NC(=O)CNC(=O)Cc2cccc3ccccc23)c(OC)c1	39	20	-12	-1	-3	-6	5	11	0.6	-6	8
7	COc1cccc(/C=C/C(=O)N2CCN(S(=O)(=O)c3ccccc3)CC2)c1	17	-5	-9	-30	nt	11	-3	0	0.8	nt	6
8	COc1ccccc1N1CCN(C(=O)/C=C/c2ccccc2)CC1	-20	-1	11	-3	5	2	0	0	3.4	-10	-46
9	CCN(CC)c1nc2n(c(=O)n1)CCN2CC	8	6	-6	-20	-1	-38	-15	9	2.1	8	19
10	CNc1ccc(-c2cccc([N+](=O)[O-])c2)cn1	-51	2	-18	-23	nt	-8	nt	-1	-1.2	nt	-100
11	CCOC(=O)Cn1nc(C)n(-c2ccc(Br)cc2)c1=O	-3	-5	-1	6	0	-12	0	1	0.6	3	16
12	COP(=O)(OC)C(Nc1ccc(C)cc1)c1ccc(Br)cc1 (configuration not stated)	5	1	-8	5	nt	8	-2	2	-0.6	8	-10
13	O=C1c2ccc([N+](=O)[O-])cc2C(=O)N1Cc1cccnc1	2	1	-2	-10	3	-9	7	-3	-0.6	28	20
14	CC(=O)Nc1ccc(NC(=O)C(C)OC(=O)C2(c3ccc(F)cc3)CCCC2)cc1 (configuration not stated)	33	8	-25	-2	0	-2	-15	0	-0.4	15	37
15	CCCn1c(SCC(=O)N2c3ccccc3CCc3ccccc32)nc2c1c(=O)n(C)c(=O)n2C	25	-6	34	-11	-1	-17	10	10	3.4	1	12

Sorted by value in HIF-2a block (lowest first): 5 from the list above.
entry | SMILES | HIF-2a block
10 | CNc1ccc(-c2cccc([N+](=O)[O-])c2)cn1 | -100
12 | COP(=O)(OC)C(Nc1ccc(C)cc1)c1ccc(Br)cc1 (configuration not stated) | -10
3 | COc1ccc(C2/C(=C(/O)c3ccc4c(c3)CC(C)O4)C(=O)C(=O)N2Cc2ccncc2)cc1 (configuration not stated) | 3
15 | CCCn1c(SCC(=O)N2c3ccccc3CCc3ccccc32)nc2c1c(=O)n(C)c(=O)n2C | 12
13 | O=C1c2ccc([N+](=O)[O-])cc2C(=O)N1Cc1cccnc1 | 20

(more compounds)
cpd	molecule	Peg3 prom inh	KKLEB tox	CF NFkB block	NR2E3 ag-2	NR2E3 ag-1	Shn3 inh set2	LMP1 NFkB inh	TRAIL sens C8	iPSC survival up	MITF TRPM1 inh	HIF-2a block
16	O=C(/C=C/Nc1ccc(F)c(Cl)c1)c1ccco1	-283	5	-10	-92	2	-86	-49	12	-2.4	-33	-236
17	C=CCOc1ccc(Br)cc1CNCCCN1CCOCC1	-4	15	2	-7	1	2	3	-8	-1.5	7	6
18	O=S(=O)(c1ccc2ccccc2c1)N1CCN(CCO)CC1	13	2	-9	7	0	-15	0	-20	0.5	1	11
19	CCOc1nc(OCC)c2[nH]c(C(=O)O)c(Br)c2n1	3	0	-4	6	nt	-9	-4	-13	-1.0	-3	1
20	COc1ccccc1-c1cc(C(=O)Nc2c(F)cc(F)cc2Br)no1	2	2	-6	-18	-1	-13	2	3	-0.4	-5	6
21	COc1ccc(OCCCC(=O)Nc2nccs2)cc1	-12	10	-9	-11	-2	-19	-3	-9	-0.7	-20	-22
22	O=C(COc1ccc2c(-c3ccccc3)cc(=O)oc2c1)NCCCn1ccnc1	5	-6	28	-14	-2	10	-3	1	-4.2	4	-16
23	c1ccc(Cn2c[n+](Cc3ccccc3)cn2)cc1	6	0	-17	-6	0	2	2	0	0.7	3	14
24	Cc1ccc(C)c2[nH]c(=O)c(CN(CC3CCCO3)C(=S)NCc3ccco3)cc12 (configuration not stated)	21	-8	-5	-21	-1	-4	0	7	-0.6	9	19
25	CCOC(=O)c1c(C)[nH]c(C(=O)N2CCCC(C(=O)c3cccc(OC)c3)C2)c1C (configuration not stated)	14	-3	4	11	4	7	4	-3	1.1	1	-3
26	CC(=O)NCCC(=O)Nc1nc(-c2cccs2)c(-c2cccs2)s1	-14	6	-15	20	0	-11	6	-1	-0.2	-15	-17
27	O=C(COC(=O)C1CC2CCCC(C1)C2=O)NNC(=O)c1ccccc1F (configuration not stated)	4	13	10	-22	3	11	-2	2	0.2	7	5
28	COc1ccc2c(c1)C=CC1(O2)N(CCO)c2ccccc2C1(C)C (configuration not stated)	0	-7	12	-1	1	7	10	18	-1.9	-9	-2
29	Cc1c(-c2nnc(SCC(=O)O)n2-c2ccccc2Br)nnn1-c1ccccc1	4	3	1	4	-1	9	0	-3	-0.2	10	9
30	COC(=O)c1ccc(NC(=O)C[n+]2ccccc2C)cc1	-3	1	-11	-16	nt	17	-12	-10	-0.3	0	3

(next part)
cpd	molecule	Peg3 prom inh	KKLEB tox	CF NFkB block	NR2E3 ag-2	NR2E3 ag-1	Shn3 inh set2	LMP1 NFkB inh	TRAIL sens C8	iPSC survival up	MITF TRPM1 inh	HIF-2a block
31	CCCc1nnc(NC(=O)CCC(=O)N2CCN(Cc3cc(Cl)ccc3OC)CC2)s1	-10	5	6	-12	0	-11	-2	1	-0.4	-5	1
32	COc1ccc(C(N)=O)cc1N	20	-8	16	-20	0	10	7	-13	-0.2	10	1
33	COc1ccccc1Nc1nc(N)nc(CN2CCC(C)CC2)n1	5	3	12	9	-2	-27	1	6	2.2	-11	11
34	COc1cc([N+](=O)[O-])cc2sc(NC(=O)C3CC3)nc12	-23	22	-24	-5	1	-21	-5	0	-0.3	-15	-46
35	Cc1ccc(C(=O)NCCNC(=O)c2ccccc2)cc1	2	-6	-13	-23	2	4	2	-4	-0.5	-3	18
36	O=C(CSc1nnc(CNC(=O)C23CC4CC(CC(C4)C2)C3)n1-c1ccccc1)Nc1ccccc1	12	1	-19	-36	-4	1	-25	4	1.2	4	18
37	O=C1NC(=O)C(=C2CCOC2=O)N1	4	3	-13	-5	nt	-8	3	-7	4.3	nt	7
38	Cc1ccc(C2C3=C(CC(C)(C)CC3=O)OC3=C2C(=O)CC(C)(C)C3)cc1	3	0	-15	12	-2	0	-3	20	4.1	1	11
39	Nc1c(C(=O)CCC(=O)O)oc2ccc(Cl)cc12	10	26	-46	-38	-4	8	-4	-2	2.6	nt	14
40	CC12CCC(=O)N1C(C(=O)NNC(=O)c1ccc(Cl)cc1)CS2 (configuration not stated)	6	3	-5	-13	3	-9	2	6	-3.2	2	11
41	COC(=O)c1cccc(NC(=O)Cn2cnc3c2c(=O)n(C)c(=O)n3C)c1	6	12	14	-25	1	11	3	-10	-1.4	-1	-9
42	CCOc1cc(NC(=S)NCCCOC)c(OCC)cc1NC(=O)c1ccco1	13	-3	12	8	2	2	1	0	2.2	5	20
43	C/C(=N\NC(=S)NCc1ccccc1)c1ccc2ccccc2c1	-70	15	-10	58	2	-20	-5	33	0.2	-5	-88
44	CCOc1ccc(NC(=O)COC(=O)C2(C)CC2(Cl)Cl)c([N+](=O)[O-])c1 (configuration not stated)	-33	-3	6	-17	-1	-1	2	-9	-1.2	-8	-115
45	CC1=C(C(=O)OCc2ccccc2)C(c2ccccc2-c2ccccc2)NC(=O)N1CCCCCC(=O)O (configuration not stated)	4	3	15	-28	-1	12	30	-5	-0.6	15	18

Sorted by formula weight (high to low): some entries from above
cpd	molecule	Peg3 prom inh	KKLEB tox	CF NFkB block	NR2E3 ag-2	NR2E3 ag-1	Shn3 inh set2	LMP1 NFkB inh	TRAIL sens C8	iPSC survival up	MITF TRPM1 inh	HIF-2a block
40	CC12CCC(=O)N1C(C(=O)NNC(=O)c1ccc(Cl)cc1)CS2 (configuration not stated)	6	3	-5	-13	3	-9	2	6	-3.2	2	11
33	COc1ccccc1Nc1nc(N)nc(CN2CCC(C)CC2)n1	5	3	12	9	-2	-27	1	6	2.2	-11	11
32	COc1ccc(C(N)=O)cc1N	20	-8	16	-20	0	10	7	-13	-0.2	10	1

Next entries.
cpd	molecule	Peg3 prom inh	KKLEB tox	CF NFkB block	NR2E3 ag-2	NR2E3 ag-1	Shn3 inh set2	LMP1 NFkB inh	TRAIL sens C8	iPSC survival up	MITF TRPM1 inh	HIF-2a block
46	Cc1ccc(S(=O)(=O)N2CCOCC2)cc1C(=O)OC(C)C(=O)c1ccccc1 (configuration not stated)	9	11	-9	-1	-3	7	-1	-12	-0.4	4	7
47	COc1ccc(CN2CCN(Cc3c[nH]c4ccccc34)CC2)cc1OC	-21	5	2	24	nt	8	-2	16	-2.2	nt	20
48	CCOC(=O)C1CCCN(CC(O)COc2cccc(C)c2)C1 (configuration not stated)	5	-8	4	-12	-4	-18	9	5	0.5	11	14
49	CN(C(=O)COC(=O)CSc1ccc([N+](=O)[O-])cc1)C1CCS(=O)(=O)C1 (configuration not stated)	4	-6	2	-3	-6	6	1	3	-0.5	-13	4
50	COc1cc(/C=N/NS(=O)(=O)c2ccc(C)c([N+](=O)[O-])c2)cc([N+](=O)[O-])c1O	7	7	-25	-25	-1	8	-5	14	1.1	5	19
51	COCCN(C(=O)CCc1nnc(CCc2c[nH]c3ccccc23)o1)C(C)C	10	18	7	3	0	-12	-6	-3	4.6	-9	-1

4 compounds picked at random from those above:
cpd	molecule	Peg3 prom inh	KKLEB tox	CF NFkB block	NR2E3 ag-2	NR2E3 ag-1	Shn3 inh set2	LMP1 NFkB inh	TRAIL sens C8	iPSC survival up	MITF TRPM1 inh	HIF-2a block
48	CCOC(=O)C1CCCN(CC(O)COc2cccc(C)c2)C1 (configuration not stated)	5	-8	4	-12	-4	-18	9	5	0.5	11	14
46	Cc1ccc(S(=O)(=O)N2CCOCC2)cc1C(=O)OC(C)C(=O)c1ccccc1 (configuration not stated)	9	11	-9	-1	-3	7	-1	-12	-0.4	4	7
47	COc1ccc(CN2CCN(Cc3c[nH]c4ccccc34)CC2)cc1OC	-21	5	2	24	nt	8	-2	16	-2.2	nt	20
49	CN(C(=O)COC(=O)CSc1ccc([N+](=O)[O-])cc1)C1CCS(=O)(=O)C1 (configuration not stated)	4	-6	2	-3	-6	6	1	3	-0.5	-13	4

High-throughput results as filed in PubChem BioAssay.

The list is partial, so the mix of outcomes need not match the whole.
